Screening results as filed in PubChem.
Cav32 inh: inhibitors of human Cav3.2 T-type calcium channel. O95180. Cav3.2-expressing cells, Fluo-4 calcium fluorescence FDSS; stronger effect = lower value. B-score at 10 µM. 100,000 tested, 4% active;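 active means single-dose well whose peak fluorescence ratio is a statistical outlier from its plate by either plate-standardised score or position-corrected B-score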
Target sequence (O95180 whole entry, looked up): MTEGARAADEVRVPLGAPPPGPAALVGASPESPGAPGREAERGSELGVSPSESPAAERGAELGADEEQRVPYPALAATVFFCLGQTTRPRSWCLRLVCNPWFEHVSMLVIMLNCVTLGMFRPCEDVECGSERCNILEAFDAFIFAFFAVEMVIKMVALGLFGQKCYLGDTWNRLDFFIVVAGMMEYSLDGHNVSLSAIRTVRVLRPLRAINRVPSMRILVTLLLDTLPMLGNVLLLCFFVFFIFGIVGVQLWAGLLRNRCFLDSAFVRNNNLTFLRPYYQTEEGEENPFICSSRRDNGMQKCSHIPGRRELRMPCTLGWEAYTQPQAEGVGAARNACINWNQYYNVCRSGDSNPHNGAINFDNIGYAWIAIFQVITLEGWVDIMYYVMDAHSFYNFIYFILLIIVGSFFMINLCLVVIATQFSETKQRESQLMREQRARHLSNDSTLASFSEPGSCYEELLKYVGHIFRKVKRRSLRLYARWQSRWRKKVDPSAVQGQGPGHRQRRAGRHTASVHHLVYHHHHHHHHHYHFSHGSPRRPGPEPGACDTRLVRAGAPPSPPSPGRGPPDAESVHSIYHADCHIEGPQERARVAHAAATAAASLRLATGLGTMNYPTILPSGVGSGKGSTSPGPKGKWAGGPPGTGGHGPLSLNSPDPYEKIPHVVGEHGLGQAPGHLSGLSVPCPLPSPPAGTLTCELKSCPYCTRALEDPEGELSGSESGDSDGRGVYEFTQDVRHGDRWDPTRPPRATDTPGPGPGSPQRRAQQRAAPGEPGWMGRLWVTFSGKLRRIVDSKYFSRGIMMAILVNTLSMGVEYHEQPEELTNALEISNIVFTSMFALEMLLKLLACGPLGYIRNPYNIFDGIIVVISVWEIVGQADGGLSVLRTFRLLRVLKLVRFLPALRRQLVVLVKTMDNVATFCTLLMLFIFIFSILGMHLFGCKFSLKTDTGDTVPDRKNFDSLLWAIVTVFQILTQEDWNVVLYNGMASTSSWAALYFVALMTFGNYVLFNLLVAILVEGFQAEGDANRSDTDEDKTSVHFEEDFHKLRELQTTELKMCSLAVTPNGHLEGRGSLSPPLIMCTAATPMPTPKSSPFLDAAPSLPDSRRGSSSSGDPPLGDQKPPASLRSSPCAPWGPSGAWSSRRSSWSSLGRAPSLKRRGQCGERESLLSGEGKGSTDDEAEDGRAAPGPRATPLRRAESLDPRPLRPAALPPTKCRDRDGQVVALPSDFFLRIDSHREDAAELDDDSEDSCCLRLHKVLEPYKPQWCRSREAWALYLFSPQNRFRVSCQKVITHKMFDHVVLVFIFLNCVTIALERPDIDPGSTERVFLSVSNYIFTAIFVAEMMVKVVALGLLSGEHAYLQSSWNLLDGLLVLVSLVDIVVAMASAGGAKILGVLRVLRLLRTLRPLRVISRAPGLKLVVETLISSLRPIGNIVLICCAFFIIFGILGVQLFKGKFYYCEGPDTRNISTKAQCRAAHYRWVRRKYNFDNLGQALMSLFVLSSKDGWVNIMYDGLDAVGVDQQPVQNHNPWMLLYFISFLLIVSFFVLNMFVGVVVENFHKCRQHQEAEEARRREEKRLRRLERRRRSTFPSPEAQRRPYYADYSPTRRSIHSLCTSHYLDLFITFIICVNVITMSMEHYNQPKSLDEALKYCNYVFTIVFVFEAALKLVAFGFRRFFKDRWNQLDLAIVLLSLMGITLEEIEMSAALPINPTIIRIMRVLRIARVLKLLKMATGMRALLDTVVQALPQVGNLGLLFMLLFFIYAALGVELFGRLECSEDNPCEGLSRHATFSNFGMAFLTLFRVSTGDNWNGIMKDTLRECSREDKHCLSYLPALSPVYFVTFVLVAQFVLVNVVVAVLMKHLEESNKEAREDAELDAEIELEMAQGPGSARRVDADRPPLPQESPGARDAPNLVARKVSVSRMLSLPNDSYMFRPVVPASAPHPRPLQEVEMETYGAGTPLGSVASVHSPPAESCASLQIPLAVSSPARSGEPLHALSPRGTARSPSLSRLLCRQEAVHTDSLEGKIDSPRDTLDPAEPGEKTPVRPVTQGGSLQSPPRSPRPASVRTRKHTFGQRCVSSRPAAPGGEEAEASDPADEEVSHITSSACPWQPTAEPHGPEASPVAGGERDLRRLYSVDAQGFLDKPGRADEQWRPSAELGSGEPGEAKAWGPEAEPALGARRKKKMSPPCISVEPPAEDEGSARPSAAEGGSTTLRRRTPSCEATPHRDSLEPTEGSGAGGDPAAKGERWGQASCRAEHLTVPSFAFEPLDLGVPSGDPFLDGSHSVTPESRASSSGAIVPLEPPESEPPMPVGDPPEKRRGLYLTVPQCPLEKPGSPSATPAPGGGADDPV
* hit, by the source's call. Only part of the results is shown. The share of hits here may be higher or lower than overall.

SMILES	Cav32 inh
Cc1onc(-c2ccccc2Cl)c1C(=O)Nc1nc2c(s1)CCCC2	-1.9
CN(Cc1c(F)cccc1Cl)c1ccc(S(=O)(=O)N2CCOCC2)cn1	-1.1
COc1ccc(CNC(=O)COC(=O)c2cc(-c3cccs3)nc3ccccc23)cc1OC	-0.88
O=S(=O)(CCc1ccccc1)N1CCOCC1	0.41
COn1c(SCC(N)=O)nc2ccccc2c1=O	0.54
O=C(CCn1c(=O)[nH]c2ccccc2c1=O)N1CCN(c2cccc(C(F)(F)F)c2)CC1	-0.82
COc1ccc(C2/C=C\CN(C(=O)C3CC3)[C@H](Cc3ccccc3)C(=O)N2Cc2ccc(F)cc2)cc1 (stereo not given in full)	-1.2
CC(=O)c1nc(N2C(=O)CC(Cc3cccc(C)c3)C2=O)sc1C (stereo not given)	-0.0037
Cc1cccc(NC(=O)c2sc(NC(=O)c3ccco3)c(C#N)c2C)c1C	0.041
CC1(C)OC(=O)N(c2ccccn2)C1(C)O (stereo not given)	-0.015
Cc1ccc(S(=O)(=O)N2CCC(C(=O)Nc3nnc(C45CC6CC(CC(C6)C4)C5)s3)CC2)cc1	-0.17
S=c1[nH]nc(-c2ccncc2)n1Cc1ccco1	-0.34
CCn1c(SCc2ccccc2)nnc1-c1ccc(S(=O)(=O)N2CCCCC2)cc1	-2
COc1ccc(CCNS(=O)(=O)c2ccc(S(=O)(=O)N3CCCC3)cc2)cc1OC	0.13
CC1=CC(C)(C)Nc2ccc(OS(=O)(=O)c3ccc(C)cc3)cc21	0.54
COC(=O)c1sc2nc3c(cc2c1N)C(=O)CC(C)(C)C3	0.029
Cc1nc(=O)c(-c2ccccc2)c(C)n1-c1ccc(O)c(C(=O)O)c1	0.37
CCOC(=O)c1c(N)nn(C(C)=O)c1-c1ccccc1	-0.72
O=C(NCCO)/C(=C/c1ccc(Br)cc1)NC(=O)c1cccs1	0.57
Cc1cc(=O)oc2c(CN(C)Cc3ccccc3)c(O)ccc12	0.6
O=C(Cn1cccc1C(=O)c1ccccc1)NCCN1CCCCCC1	1.5
CN(C)/C=C(\C=N\OCc1ccc(Cl)cc1Cl)C(=O)Nc1ccc(Cl)c(Cl)c1	0.19
O=C1CCCN1CCC1CCN(C2CC(=O)N(Cc3ccc(N4CCCC4=O)cc3)C2=O)CC1 (stereo not given)	-0.58
CCOC(=O)Cn1c(=O)oc2cc(S(=O)(=O)Nc3cc(Cl)ccc3OC)ccc21	0.17

Part of the list above, bar-delimited.
Compound | Cav32 inh
O=C(CCn1c(=O)[nH]c2ccccc2c1=O)N1CCN(c2cccc(C(F)(F)F)c2)CC1 | -0.82
COc1ccc(C2/C=C\CN(C(=O)C3CC3)[C@H](Cc3ccccc3)C(=O)N2Cc2ccc(F)cc2)cc1 (stereo not given in full) | -1.2
CC(=O)c1nc(N2C(=O)CC(Cc3cccc(C)c3)C2=O)sc1C (stereo not given) | -0.0037
Cc1cccc(NC(=O)c2sc(NC(=O)c3ccco3)c(C#N)c2C)c1C | 0.041
CC1(C)OC(=O)N(c2ccccn2)C1(C)O (stereo not given) | -0.015
Cc1ccc(S(=O)(=O)N2CCC(C(=O)Nc3nnc(C45CC6CC(CC(C6)C4)C5)s3)CC2)cc1 | -0.17
S=c1[nH]nc(-c2ccncc2)n1Cc1ccco1 | -0.34
CCn1c(SCc2ccccc2)nnc1-c1ccc(S(=O)(=O)N2CCCCC2)cc1 | -2
COc1ccc(CCNS(=O)(=O)c2ccc(S(=O)(=O)N3CCCC3)cc2)cc1OC | 0.13
CC1=CC(C)(C)Nc2ccc(OS(=O)(=O)c3ccc(C)cc3)cc21 | 0.54
COC(=O)c1sc2nc3c(cc2c1N)C(=O)CC(C)(C)C3 | 0.029
Cc1nc(=O)c(-c2ccccc2)c(C)n1-c1ccc(O)c(C(=O)O)c1 | 0.37
CCOC(=O)c1c(N)nn(C(C)=O)c1-c1ccccc1 | -0.72
O=C(NCCO)/C(=C/c1ccc(Br)cc1)NC(=O)c1cccs1 | 0.57
Cc1cc(=O)oc2c(CN(C)Cc3ccccc3)c(O)ccc12 | 0.6
O=C(Cn1cccc1C(=O)c1ccccc1)NCCN1CCCCCC1 | 1.5
CN(C)/C=C(\C=N\OCc1ccc(Cl)cc1Cl)C(=O)Nc1ccc(Cl)c(Cl)c1 | 0.19
O=C1CCCN1CCC1CCN(C2CC(=O)N(Cc3ccc(N4CCCC4=O)cc3)C2=O)CC1 (stereo not given) | -0.58

Next structures:
SMILES	Cav32 inh
COc1ccc(OC)c(NC(=O)COC(=O)c2ccc(S(=O)(=O)N3CCOCC3)cc2)c1	0.72
N#Cc1c2c(c[nH]c1=O)CCN2Cc1ccccc1	0.014
CSCSC1=C(C#N)C(c2ccc(Cl)cc2)C(C(C)=O)=C(C)N1 (stereo not given)	-5.5*
Cc1ccc(C(=O)NC(=S)Nc2ccccc2C(F)(F)F)c(C)c1	0.0015
Cc1cc(C)c(NC(=O)CCCN2CCN(C)CC2)c(C)c1	-0.41
CC(C)c1[nH]c(=O)c(C#N)c2c1COC(C)(C)C2	1
O=C(NNC1=NCCC1)c1cccc(Br)c1	0.36
COC(=O)Cc1cc(OC)c(OC)cc1Cc1cc(OC)c(OC)cc1CC(=O)OC	-0.074
CCCCNC(=O)c1onc(CSc2ccc(Cl)cc2)c1C(=O)NCCCC	-0.9
Cc1nc(-c2ccccc2)sc1C(=O)/C=C/c1ccc(Cl)cc1	0.64
O=C(O)CC(C(=O)NCc1ccccc1)C1CCCO1 (stereo not given)	0.00084
Cc1[nH]c2ccccc2c1C(=O)CN1CCCCC1CCO (stereo not given)	-0.027
COc1c(C)cc(S(=O)(=O)N2CCCC2)c(C)c1C	-1.6
O=C(COC(=O)CCS(=O)(=O)c1ccc(Cl)cc1)Nc1ncc(Cl)cc1Cl	-0.76
Cn1c(=O)c2c(nc(CN3CCN(c4ccccc4F)CC3)n2CCN2CCOCC2)n(C)c1=O	0.62
Cc1c(N=C2SCC(=O)N2c2c(C)n(C)n(-c3ccccc3)c2=O)c(=O)n(-c2ccccc2)n1C	1.3
CCOC(=O)C1CCN(CC(=O)Nc2c(C(=O)OC)[nH]c3cccc(Cl)c23)CC1	0.12
CCN(Cc1cc2ccccc2[nH]c1=O)C(=O)C(C)C	0.48
CCOC(=O)c1cc(C(O)(C(F)(F)F)C(F)(F)F)c(/N=C/N(C)C)o1	-2.7
CC(=O)N1C=CN(C(C)=O)C(c2cn(C)c3ccccc23)C1c1cn(C)c2ccccc12 (stereo not given)	0.061
C[C@@]12CCC=C[C@H]1[C@H](c1ccc(F)c(/C=C/c3ccccc3)c1)N(Cc1ccccc1)C2=O	-0.2
CSc1ccc(Cl)c(C(=O)OCC(=O)N2CCOCC2)c1	0.0018
Cc1cccc(-c2noc(-c3ccccc3C(=O)NCC3CCCO3)n2)c1 (stereo not given)	-0.43
CC(C)C[C@H](NC(=O)c1[nH]cnc1C(=O)N[C@@H](C)C(=O)OC(C)(C)C)C(=O)OC(C)(C)C	0.00045
CC(C)C[C@H](NC(=O)c1nc[nH]c1C(=O)NCc1ccccc1)C(=O)OCc1ccccc1	-0.077
COc1ccc(-n2nnnc2SCC(=O)Nc2cccc(NC(C)=O)c2)cc1OC	0.26
Nn1c(SCc2ccccc2)nnc1-c1ccccn1	0.12
CCCCCc1ccc(CC(=O)Nn2c(C)nc3ccccc3c2=O)cc1	-3.6
CN=C(Nc1ccc(Cl)cc1)c1cccc(C(F)(F)F)c1	-1.1
Cc1sc2nc(SCC(=O)c3cccs3)n(Cc3ccco3)c(=O)c2c1C	-0.93
CCCCC(=O)OCC(=O)Nc1ccc(OC(F)F)cc1	1.2
COc1ccc(C(C)(C)C)cc1S(=O)(=O)N1CCN(C)CC1	0.32
COc1ccc(-c2cn3c(C)c(C(=O)Nc4cc(NC(C)=O)ccc4OC)sc3n2)cc1	0.31
Cn1c(Cn2c(=O)sc3ccccc32)nnc1SCC(=O)N1CCCc2ccccc21	0.41
COCCNC(=O)CN1C(=O)CC(C)(C)S(=O)(=O)c2ccccc21	-0.072
O=C(NCc1ccc2[nH]c3c(c2c1)CCCC3)c1ccc(S(=O)(=O)N2CCCCC2)cc1	-1.3
COc1cccc(C(=O)NN2C(=O)C3C4C=CC(O4)C3C2=O)c1 (stereo not given)	0.48
CCOC(=O)c1cn(Cc2ccccc2)c(C(=O)OC(C)(C)C)c1O	-1.7
COc1cccc(C(=O)COC(=O)C(C)N2C(=O)C3C4C=CC(C4)C3C2=O)c1 (stereo not given)	-0.65
C=CCOC(=O)C1=C(C)NC(SCC)=C(C#N)C1c1ccc(Cl)cc1 (stereo not given)	-7.5*
O=C1NC(c2ccncc2)Nc2ccccc21 (stereo not given)	-0.37
Nc1nc2ccc(Cl)cc2c2nc(-c3ccco3)nn12	0.95
CCn1c(SCC(=O)OC2CCCCC2)nnc1-c1ccncc1	0.72
COc1cc(O)c(C(CC(=O)N2CCCC(C)C2)c2ccc(N(C)C)cc2)c(OC)c1 (stereo not given)	0.42
C=CCNc1nc(C2(C)CC3(CC(C)OC3=O)C(=O)O2)cs1 (stereo not given)	-0.031
O=C(CSc1nnc(-c2ccccc2)o1)c1nnc(-c2ccccc2)o1	0.0053
CN(C)c1ccc(O)c2c1CC1CC3C(N(C)C)C(=O)C(C(N)=O)=C(O)[C@@]3(O)C(=O)C1=C2O (stereo not given in full)	-0.011
NC(=O)CS(=O)(=O)c1nc2ccccc2n1Cc1ccccc1F	-0.41
CC1(C)CC(CC(=O)O)C(=O)O1 (stereo not given)	1.1
O=C(CN(C1CCCCC1)S(=O)(=O)c1ccc(F)cc1)NC1CC1	0.89
COC(=O)c1cccc(NC(=O)CN2CCN(Cc3ccccc3)CC2)c1	0.91
Cc1sc2nc(C3CC3)nc(NCCNS(C)(=O)=O)c2c1C	0.6
O=C(O)CSCC(=O)Nc1ccc(C2CCCCC2)cc1	0.11
CC(=O)c1cn(CC(=O)Nc2ccccc2C)c2ccccc12	0.35
COc1ccc(NC(=O)c2cc(-c3cc(C)cc(C)c3O)n[nH]2)cc1Cl	-0.77
NCCCCNCCCN	-1.6
COc1ccc([N+](=O)[O-])cc1C1NN=C(c2ccccc2O)S1 (stereo not given)	-3.7*
O=C1c2cccnc2C(Nc2ccccc2)N1Cc1ccco1 (stereo not given)	1.3
O=C(Cc1c(O)c2ccccc2[nH]c1=O)NC1CCCCCCC1	0.45
Cc1ccc(S(=O)(=O)NCCN=C(CN2CCCC2)NS(=O)(=O)c2ccc(C)cc2)cc1	0.16
More entries.
SMILES	Cav32 inh
COc1cc(C2N(c3ccccn3)C(=O)C3CCCN32)cc(OC)c1OC (stereo not given)	0.27
CCOC(=O)c1nc2cc3n(c(C)c-2c1C)C(C)C(CC)=C3C (stereo not given)	0.23
CN(C(=O)CSc1nc(-c2ccccc2)cn1N)C(c1ccccc1)c1ccccc1	-6.5*
COc1ccc2c(c1OC)C(=O)N(c1ccccn1)C2	0.035
COc1ccccc1N(CC(=O)N1CCCCCC1)S(C)(=O)=O	0.028
CSc1nc2c(c(=O)n1-c1ccccc1)SCC2	0.54
C[C@@H](NC(=O)c1nc[nH]c1C(=O)N[C@@H](Cc1ccccc1)C(=O)OC(C)(C)C)c1ccccc1	0.013
O=C1N[C@@H](Cc2ccccc2)C(=O)N2[C@@H]3N(S(=O)(=O)c4ccccc4)c4ccccc4[C@]3(Br)C[C@@H]12	-0.23
Cc1cc(O)c(NC(=O)c2ccco2)cc1C	0.016
COc1cc2c(cc1OC)C1Cc3ccc(OC)c(OC)c3C[N+]1([O-])CC2 (stereo not given)	0.21
COc1cc(=O)n(C)c2cc(N(C)C)ccc12	1.5
CCOC(=O)c1cnn(CCOC(=O)C2CC2)c1NC(=O)C1CC1	-3.6*
O=C(Nc1nc2ccccc2n1CCN1CCCC1)C1CCCCC1	0.02
Cc1ccc(NC(=O)N(Cc2ccco2)C(C)c2ccco2)cc1C (stereo not given)	-4.6*
O=C(O)COc1ccc2c(c1)CCCC2	-0.78
COc1ccc(/C(N)=N/OC(=O)CSc2ccccc2)cc1	-0.61
CS(=O)(=O)N(CC(=O)N1CCN(Cc2ccc3c(c2)OCO3)CC1)c1ccc2c(c1)OCO2	1.4
COc1ccc2sc(NC(=O)c3ccco3)nc2c1	0.24
O=C(CCn1c(=O)oc2ccccc21)N1CCCCCC1	0.23
CCn1c(SCc2nc3ccccc3[nH]2)nnc1-c1cccs1	-0.02
CC(=O)Nc1ccc2ccccc2c1	1
COc1ccc(NC(=O)CC2CCCCC2)cc1OC	0.27
COCCNc1nnc(SCC(=O)N2CCN(S(=O)(=O)c3ccccc3)CC2)s1	0.13
Cc1ccc(S(=O)(=O)N2CCN(CC(=O)NC3CCCc4ccccc43)CC2)cc1C (stereo not given)	-3.3
Cc1cc(C)cc(N2CC(c3nc4ccccc4n3C)CC2=O)c1 (stereo not given)	0.14
COC(=O)C1=C(C)N(CCCC(=O)O)C(=O)NC1c1ccc(Cl)cc1 (stereo not given)	0.51
COCCn1c(SCc2cccnc2)nnc1-c1ccco1	0.29
O=C(Nc1cc(C(F)(F)F)ccc1N1CCOCC1)c1cccc(F)c1	-0.02
COc1cccc2c(=O)ccoc12	0.96
CC1CCN(C(=S)c2cn(Cc3ccc(F)cc3)c3ccccc23)CC1	-2
COc1ccc(NC(=O)c2csc(Cc3ccccc3)n2)cc1	-1
Cc1ccc(NC(=O)C2(N(C(=O)Cn3nnnc3N)c3ccc(C)cc3)CCCCC2)cc1	-1.9
Cn1c(COc2ccc3ccccc3c2)nnc1SCC(N)=O	1.2
O=C1CCN(S(=O)(=O)c2ccccc2)CCN1CCOCc1ccc(C(F)(F)F)cc1	0.45
O=C1C2C3C=CC([C@@H]2C(=O)N1C1CCCCC1)[C@H]1C(=O)N(C2CCCCC2)C(=O)C31 (stereo not given in full)	0.088
Cn1c(C(=O)N2CCCC(C(=O)N3CCN(C(=O)c4ccco4)CC3)C2)cc2sccc21 (stereo not given)	1.7
NS(=O)(=O)c1ccc(CNC(=O)NC23CC4CC(CC(C4)C2)C3)cc1	0.11
c1ccc(N2CCCCC2)c(NC2=NCCC2)c1	0.35
COc1ccc(NC(=S)NCCC(c2ccccc2)c2ccccc2)c(OC)c1	-1.6
CCOC(=O)c1c(C)c(C(=O)NC(C)COC)c(C)n1CC (stereo not given)	0.46
Cc1ccoc1C(=O)NCc1occc1C(=O)O	0.084
O=C(CNC(=O)OCc1ccccc1)NCC(=O)N1CCCC1C(=O)OCc1ccccc1 (stereo not given)	0.027
Cc1nn(Cc2ccc(Cl)cc2)c(C)c1NC(=O)c1noc2c1CCc1ccccc1-2	0.076
CCOc1ccc(N2C(=O)c3cccnc3C2Nc2ccc(C)cc2)cc1 (stereo not given)	-0.5
